Screening data as filed in PubChem.
KAT2A inh = inhibitors of human GCN5L2 histone acetyltransferase; GCN5L2 HAT assay, ThioGlo1 CoA-SH fluorescence; Potency, µM (top dose mostly 58.9 µM), for the others: top-dose activity change, negative = inhibition, hits mostly inhibitors; actives 0.21% (n = 390,000); AID 504327
Target sequence (Q92830 whole entry, looked up): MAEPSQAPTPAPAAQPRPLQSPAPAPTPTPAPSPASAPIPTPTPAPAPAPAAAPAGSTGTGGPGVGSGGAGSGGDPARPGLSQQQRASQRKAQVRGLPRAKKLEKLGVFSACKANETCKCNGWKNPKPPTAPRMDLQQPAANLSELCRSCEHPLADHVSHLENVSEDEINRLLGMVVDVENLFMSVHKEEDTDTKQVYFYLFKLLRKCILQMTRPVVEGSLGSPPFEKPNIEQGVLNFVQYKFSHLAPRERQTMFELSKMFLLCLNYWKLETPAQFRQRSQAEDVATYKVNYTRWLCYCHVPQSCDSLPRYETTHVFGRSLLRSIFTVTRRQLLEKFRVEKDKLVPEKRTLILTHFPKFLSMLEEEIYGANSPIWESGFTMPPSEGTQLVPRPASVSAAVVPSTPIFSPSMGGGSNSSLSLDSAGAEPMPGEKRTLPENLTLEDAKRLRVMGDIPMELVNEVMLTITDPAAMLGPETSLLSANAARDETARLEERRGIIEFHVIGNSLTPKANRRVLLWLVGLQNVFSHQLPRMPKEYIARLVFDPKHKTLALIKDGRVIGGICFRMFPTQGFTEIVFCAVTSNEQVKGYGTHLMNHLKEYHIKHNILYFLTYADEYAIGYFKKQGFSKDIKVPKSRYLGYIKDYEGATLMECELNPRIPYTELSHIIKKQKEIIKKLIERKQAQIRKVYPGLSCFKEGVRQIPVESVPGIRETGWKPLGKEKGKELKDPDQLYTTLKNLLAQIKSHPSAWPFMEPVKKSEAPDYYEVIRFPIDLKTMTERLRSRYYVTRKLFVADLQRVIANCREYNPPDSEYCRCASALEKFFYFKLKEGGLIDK
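Preincubate 20nM GCN5L2 with compound 15 min, RT → add 50uM ThioGlo1 + 75uM H3(1-25) + 70uM acetyl-CoA → read fluorescence 0 and 20 min. Primary qHTS; fluorescent artifacts likely.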
FEN1 inh = inhibitors of human flap endonuclease 1. Recombinant FEN1 flap cleavage, fluorescence, 15 min. Potency, µM (top dose mostly 114 µM), without a hit: at the highest dose activity change, negative = inhibition, usual class: inhibitors. P39748. AID 588795. actives 0.35% (n = 390,000); further: nearly all actives have a fitted effect of over 65% in size
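Nuclease activity of 10 nM FEN1 was measured after 15 min of room-temperature exposure to titrated compounds, by adding 50 nM flap substrate and reading plates at 0 and 15 min.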
TDP1 cell CPT = growth inhibition of DT40 Tdp1-/-;hTDP1 cells with camptothecin (screen for TDP1 inhibitors); chicken DT40 Tdp1-/-;hTDP1 cells + 20 nM CPT, ATP luminescence, 48 h; Potency, µM (doses to about 46.2 µM), without a hit: at the top dose activity change, negative = growth inhibition, usual class: inhibitors; actives 12% (n = 420,000); AID 686979; further: nearly all actives have a fitted effect of over 55% in size
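Chicken DT40 Tdp1-/- cells complemented with human TDP1, 400 cells/well, exposed to compounds plus 20 nM camptothecin for at least 48 h at 37 C; viability read as ATP content by CellTiter-Glo luminescence.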
Numbers without * were called inactive; ? = inconclusive; / = not tested or not shown; & = joins results of further samples; [ ] = remark or other dose. The call rests on the fitted dose curve; in most records, active means well fitted curve in the direction sought with a large enough effect; inconclusive means small, poorly fitted or top-dose-only effect, or another doubt; inactive means no such curve, though single readings can be large; an effect the other way counts as inactive or inconclusive. On the % scale 0 is the no-effect control and ±100 the full control effect; potency means the concentration at half of the fitted maximal effect. Only part of the results is shown; the hit share may differ from the screen's.

SMILES	KAT2A inh	FEN1 inh	TDP1 cell CPT
Cc1c(C(=O)N/N=C/c2ccc(O)cc2)sc(=S)n1C	-1%	-2%	-8%
Cc1ccc(NC(=O)c2ccc3nc[nH]c3c2)cc1C	-9%	7%	-15%
CCOC(=O)CC1COc2ccccc2N1C(=O)c1ccc(C)cc1 (stereo unspecified)	-1%	-13%	-19%
Cc1ccc(C)c(Cn2cnc3c(cnn3-c3ccc(F)cc3)c2=O)c1	-4%	0%	-15%
Cn1ccc(NC(=O)c2ccc([N+](=O)[O-])cc2)n1	0%	-19%	1%
COc1ccc([C@H]2CC(=O)C=C(/C=C/c3ccccc3)C2)cc1OC	-20%	1%	18µM*
CC1=C(C(=O)OCc2ccccc2)C(c2ccc([N+](=O)[O-])cc2)NC(=O)N1CCCC(=O)O (stereo unspecified)	8%	-4%	-15%
CCOC(=O)N1CCN(CC(=O)Nc2cccc(Br)c2)CC1	-23%[0.501 µM]	-3%	-23%
C=CCOc1nc(-c2ccccc2Cl)nc2ccccc12	-8%	-9%	7%
COc1ccc(NS(=O)(=O)c2ccc3c(c2)oc(=O)n3C)c(OC)c1	-11%	-1%	-12%

In another format: entries from further up.
CCOC(=O)CC1COc2ccccc2N1C(=O)c1ccc(C)cc1 (stereo unspecified)
- KAT2A inh: -1%
- FEN1 inh: -13%
- TDP1 cell CPT: -19%

Cc1ccc(C)c(Cn2cnc3c(cnn3-c3ccc(F)cc3)c2=O)c1
- KAT2A inh: -4%
- FEN1 inh: 0%
- TDP1 cell CPT: -15%

Cn1ccc(NC(=O)c2ccc([N+](=O)[O-])cc2)n1
- KAT2A inh: 0%
- FEN1 inh: -19%
- TDP1 cell CPT: 1%

COc1ccc([C@H]2CC(=O)C=C(/C=C/c3ccccc3)C2)cc1OC
- KAT2A inh: -20%
- FEN1 inh: 1%
- TDP1 cell CPT: 18µM*

(further entries)
SMILES	KAT2A inh	FEN1 inh	TDP1 cell CPT
CC(C)=CCN1CCNC(=O)C1CC(=O)NCc1nc(C)c(C)s1 (stereo unspecified)	0%	7%	9%
Cn1nc(C(=O)OCC(=O)NCCc2ccccc2)c2ccccc2c1=O	-5%	-12%	5%
O=C(O)c1ccccc1/C=N/NC(=S)NC1CCCCC1	-1%	18%	0%
COc1cccc(N2CC(NC(=O)c3ccc(S(=O)(=O)N4CCCC4)cc3)CC2=O)c1 (stereo unspecified)	-5%	7%	-13%
C=CCC(C(=O)OC)(C(=O)OC)c1ccccc1[N+](=O)[O-]	3%	-7%	-1%
CCCN1CCN(c2ncnc3c2nnn3Cc2ccccc2)CC1	-7%	0%	16µM*
O=C(NC(=S)Nc1c(Cl)ccc2nsnc12)c1ccco1	0%	-13%	8%
Cn1nnnc1SCc1c(F)cccc1F	2%	-7%	-2%
COc1ccc(S(=O)(=O)N2CCOC23CCN(C(=O)c2ccccc2OC)CC3)cc1	-10%	0%	13%
COc1ccc2nc(-c3ccccn3)[nH]c2c1	2%	11%	-17%
COc1ccc(CC(=O)OCC(=O)NC2CCCCCC2)cc1OC	-8%	0%	4%
CC1(C)CCC[C@]2(C)C(CS(=O)c3ccccc3)=C(C=O)CC[C@@H]12 (stereo partly specified)	/	7%	?
Cc1ccc(NC(=O)C2C3C=CC(O3)C2C(=O)O)c(C)c1 (stereo unspecified)	-5%	3%	11%
CC(CCc1ccccc1)NC(=O)C1CCC1 (stereo unspecified)	/	10%	-3%
O=C(CSc1nc(C2CCCCC2)nc2ccccc12)N1CCCC1	12%	-17%	?
CCc1nnc(NC(=O)CSc2nnc(-c3ccco3)n2C)s1	-4%	17%	-17%
COc1ccc(CCC(=O)NC(C)c2ccccc2)cc1OC (stereo unspecified)	2%	5%	-5%
c1ccc2c3c(cc(N4CCOCC4)c2c1)OC1(N2CCOCC2)CCCCC1O3 (stereo unspecified)	-26%	0%	?
CC(=O)Nc1cc(C(=O)NCc2ccc(F)cc2)ccc1S(=O)(=O)c1ccc(C)cc1	-7%	-18%	-25%
COc1ccccc1NC(=O)Cn1c(C)cc(C)c(C#N)c1=O	-1%	15%	-5%
CCOc1ccc(OCC(=O)NCc2n[nH]c(=O)c3ccccc23)cc1	-9%	-1%	?
CC(=O)NC1C(=O)N(CCN2CCOCC2)c2ccc(Br)cc21 (stereo unspecified)	-3%	?	-18%
COCCn1c(SCC(=O)N2CCc3ccccc3C2)nc2cc(Cl)ccc2c1=O	0%	-14%	?
CCC1CCCCN1C(=O)Cn1nc([N+](=O)[O-])c(Cl)c1C (stereo unspecified)	-3%	-1%	-12%
CCN(c1ccc(NC(=O)c2cccc(S(=O)(=O)N3CCN(C)CC3)c2)cc1)C(C)C	-1%	30%	?
Cc1cc(C(=O)CN2C(=O)C(=O)N(CC(C)C)C2=O)c(C)n1C1CC1	-12%	-2%	-1%
O=C(Nc1c(C(=O)N2CCN(c3ccccc3)CC2)oc2ccccc12)c1ccc(Br)o1	-7%	2%	23µM*
Fc1ccc(-c2nc3ccccn3c2NCc2ccc3c(c2)OCO3)cc1	-13%	-18%	?
Cc1ccc(-c2c[nH]c(=S)n2-c2ccccc2F)cc1	-6%	1%	?
Cc1ccc(NC(=O)COC(=O)c2ccc(-n3cccn3)cc2)cc1C	-9%	-3%	-8%
COc1ccccc1CNC(=O)CN1c2cccc3cccc(c23)S1(=O)=O	-3%	8%	-1%
CCn1c(CNC(=O)c2ccc(OC)c(OC)c2)nnc1SCC(=O)c1ccc(OC)cc1	-14%	-5%	-20%
CCOc1ccc(NC(=O)CSc2nnc(Cn3cnc4ccccc43)n2C)cc1	1%	9%	0%
O=C(Nc1ccc(OC(=O)c2ccco2)cc1)c1ccco1	2%	-2%	2%
O=C(CCN1C(=O)c2ccccc2Sc2ncccc21)Nc1ccc(F)cc1	-8%	-16%	16µM*
c1ccc(-c2csc3ncnc(Sc4nnnn4-c4ccccc4)c23)cc1	/	?	?
Nn1c(=O)[nH]c2ccccc2c1=O	-4%	-10%	4%
Cc1csc(SCC(=O)NC23CC4CC(CC(C4)C2)C3)n1	-4%	-2%	?
Cc1cc(C(=O)COC(=O)c2nccnc2N)c(C)n1C	0%	-1%	0%
Cc1ccc(NC(=O)C2CCC(CNS(=O)(=O)c3cccc4nsnc34)CC2)c(Cl)c1 (stereo unspecified)	-2%	-2%	-26%

Filtered by structure: the entries above containing a nitro group on carbon
SMILES	KAT2A inh	FEN1 inh	TDP1 cell CPT
Cn1ccc(NC(=O)c2ccc([N+](=O)[O-])cc2)n1	0%	-19%	1%
CC1=C(C(=O)OCc2ccccc2)C(c2ccc([N+](=O)[O-])cc2)NC(=O)N1CCCC(=O)O (stereo unspecified)	8%	-4%	-15%
C=CCC(C(=O)OC)(C(=O)OC)c1ccccc1[N+](=O)[O-]	3%	-7%	-1%
CCC1CCCCN1C(=O)Cn1nc([N+](=O)[O-])c(Cl)c1C (stereo unspecified)	-3%	-1%	-12%

More results
SMILES	KAT2A inh	FEN1 inh	TDP1 cell CPT
CCCCC/C=C\C/C=C\C/C=C\C/C=C\CCCC(=O)O[C@@H](CO)COCCCCCCCCCCCCCCCC	16%	/	3%[4.12 µM]
CC(=O)Nc1cc2c(cc1Br)OCCO2	3%	3%	0%
COc1ccccc1CNC(=S)NCc1ccc(Cl)cc1	-1%	-1%	?
N=c1c2c(-c3ccccc3)c(-c3ccccc3)n(Cc3ccco3)c2ncn1Cc1ccco1	-2%	-9%	9.2µM*
CCCCN(C(=O)CSCC(=O)Nc1ccc(C)cc1)c1c(N)n(Cc2ccccc2)c(=O)[nH]c1=O	-17%	-4%	0%
Cc1ccc(OCCNC(=O)CCC(=O)N2CCOCC2)cc1	-16%	0%	-1%
Cc1ccccc1-c1nc2ccc(Cl)cc2c(=O)n1O	2%	15%	-16%
CCCCOc1ccc(NC(=S)Nc2cc(C)nc(SCCCC)n2)cc1	19%	16%	5.8µM*
COc1ccc(-c2cc3ccc(OCc4nn[nH]n4)cc3oc2=O)cc1OC	-15%	-21%	-12%
CCN(CC)CCCNC(=O)c1cn(CC(C)C)c(=O)c2c1c1ccccc1n2C	-1%&2%	5%&0%	15%&-29%
COc1ccc(CN2CCCC(C(=O)c3ccc(Cl)cc3)C2)cc1Cn1cccn1 (stereo unspecified)	-9%	0%	?
CCN(CC)S(=O)(=O)c1ccc(NC(=O)c2ccccn2)cc1	1%	-6%	-27%
O=C(Nc1ncc2c(n1)CC(c1ccco1)CC2=O)c1ccc(Cl)cc1 (stereo unspecified)	-2%	1%	-22%
CCN(CC(=O)NCc1ccc(Cl)cc1)C(=O)CSc1ccccc1F	-12%	2%	-28%
O=C(CSc1nnc(CNC(=O)c2c(F)cccc2Cl)o1)NC1CCCCC1	?	-3%	4%
CCN(CC)C(=S)Sc1c(-c2ccccc2)c2cc(Cl)ccc2[nH]c1=O	-5%	-6%	2.3µM*
O=[N+]([O-])c1ccc(CSc2ncnc3c2ncn3[C@@H]2O[C@H](CO)[C@@H](O)[C@H]2O)cc1	-11%&-9%	-7%	?
O=C(N/N=C\c1ccc(F)cc1)c1csnn1	0%	3%	-25%
CCOC(=O)N1CCN(c2c(-c3ccc(C)c(C)c3)c(=O)c2=O)CC1	-5%	5%	-18%
Cc1ccc(-c2noc(-c3ccccc3NC(=O)C3CC(=O)N(c4cccc(C)c4)C3)n2)cc1 (stereo unspecified)	1%	3%	-10%
CSc1nnc(NC(=O)c2nc(S(=O)(=O)Cc3cccc(C)c3)ncc2Cl)s1	2%	8%	8.2µM*
CCOc1ccc(C(=O)Nc2ncccc2Cl)cc1	-3%	13%	-5%
O=C1/C(=C/c2ccco2)SC(=S)N1c1cccnc1	28µM*	28µM*	5%
COc1cccc(OCc2cc(C(=O)NC3CCOCC3)no2)c1	-24%	18%	-7%
Cc1ccc2nc(C)c(C(=O)N/N=C/c3ccccc3[N+](=O)[O-])cc2c1	-10%	3%	-29%
Cc1ccc2c(=O)c(C(=O)c3ccc(Cl)cc3)cn(CC(=O)Nc3ccc4c(c3)OCCO4)c2n1	-4%	0%	?
CCn1c(SCC(=O)Nc2oc(-c3ccccc3)c(-c3ccccc3)c2C#N)nnc1-c1ccco1	-4%	-21%	?
CC(C)NS(=O)(=O)c1ccc(OCC(=O)NC(C)c2ccccc2)cc1 (stereo unspecified)	-17%	-3%	0%
O=C(O)c1ccccc1-c1csc(-c2ccccc2)n1	-6%	0%	4%
CC1CCc2nc3ccc(S(=O)(=O)N4CCC(C(=O)N5CCCCCC5)CC4)cc3c(C(=O)O)c2C1 (stereo unspecified)	-1%	4%	1%
CCOC(=O)c1cnn(-c2nc(C)cc(C)n2)c1N	-2%	-3%	-20%
O=S(=O)(CCN1C=CC(C(F)(F)F)=NCC1)c1ccc(Cl)cc1Cl	-5%	1%	-6%
CCOC(=O)c1c(-c2ccc(C)c(C)c2)csc1NC(=O)C1CC=CCC1C(=O)O (stereo unspecified)	-7%	-8%	?
CSc1cccc(NC(=O)CN(C2CCCCC2)S(C)(=O)=O)c1	-4%	9%	-24%
CSc1cccc(NC(=O)CN(c2ccccc2)S(=O)(=O)N(C)C)c1	-4%&-8%	7%&-1%	26µM*
CCOC(=O)C(NC(=O)NCc1cccc(C(F)(F)F)c1)(OCC)C(F)(F)F (stereo unspecified)	33%[activator]	-22%	0%
O=S(=O)(Nc1cccc2ccccc12)c1cccs1	-6%	15%	-10%
Cc1sc(NC(=O)Cc2ccc3c(c2)OCO3)nc1-c1ccc2c(c1)CCN2C(=O)c1ccccc1F	-7%	2%	18µM*
Cc1ccc(C)c(N2CCN(C(=O)Cn3cccc3)CC2)c1	-3%	6%	?
CNc1ncc(C(=O)C(C)(C)C)s1	1%	-1%	-11%
COc1cccc(/C=C2\SC(=S)N(CCCC(=O)Nc3cc(C)on3)C2=O)c1	1%	18%	-27%
CCOc1ccccc1N1CCN(C(=O)NCc2ccc(C)cc2)CC1	-16%	3%	-27%
COc1ccc(-n2nc3c(c2NC(=O)c2cc4ccccc4o2)CS(=O)(=O)C3)cc1	-7%	-5%	1%
CCc1cnc2c(c1SCc1c(F)cccc1Cl)c(=O)n(C)c(=O)n2C	-10%	-8%	15µM*
CCOCc1nnc(NC(=O)c2c(-c3ccccc3)noc2C)s1	-9%	-2%	-7%
CCCOC(=O)C1=C(C)NC(=O)NC1c1ccc(Br)s1 (stereo unspecified)	-12%	-3%	?
CCCN1C2CCCC1CC(NC(=O)c1ccccc1F)C2 (stereo unspecified)	-9%	-2%	-6%
CC(=O)Nc1c(I)cc(I)c(C(=O)O)c1I	7%	/	-15%
O=C(COC(=O)c1ccccc1NC(=O)c1ccco1)NC1CCS(=O)(=O)C1 (stereo unspecified)	3%	-4%	11%
